NCI-60 one-dose screen, 48 h, at 10 µM unless noted. Numbers give growth in % (100 = growth as untreated, 0 = no growth, -100 = all killed).
EKVX: EKVX NSCLC; 3% of 71,000 active; AID 1794765
MALME-3M: MALME-3M melanoma; 5.8% of 78,000 active; AID 1794766
UACC-62: UACC-62 melanoma; 5.4% of 81,000 active; AID 1794756
HOP-92: HOP-92 NSCLC cells; AID 1794738; 6.3% of 71,000 active
M14: M14 melanoma | 6.2% of 80,000 active
HOP-62: HOP-62 NSCLC; 3.9% of 80,000 active
A549/ATCC: A549/ATCC NSCLC; 3.7% of 81,000 active
UACC-257: UACC-257 melanoma; 4.4% of 78,000 active
* = called active by the depositor; . = not tested or not shown; & = joins results of further samples; [ ] = remark or other dose. How the source made its calls: active means growth percent below 10; inactive means the rest.

SMILES | EKVX | MALME-3M | UACC-62 | HOP-92 | M14 | HOP-62 | A549/ATCC | UACC-257
CC(=O)Oc1ccccc1C(=O)Nc1ccc(C(=O)/C=C/c2ccco2)cc1 | 95 | 108 | 96 | 116 | 113 | 101 | 106 | 108
c1ccc(CC[n+]2cccc3ccccc32)cc1 | 50 | 92 | 98 | 72 | 101 | 101 | 55 | 104
CCOC(=O)OC(C#N)c1ccccc1 (stereo not drawn) | 108 | 104 | 98 | 112 | 99 | 99 | 102 | 107
C[C@H]1OC(=O)/C=C/[C@@H](O)[C@@H](O)CCCCCCCC[C@@H]1O | 100 | 98 | . | 83 | 96 | 83 | 74 | 82
Cc1ccc(C(CC(=O)c2ccccc2)c2ccccc2)cc1 (stereo not drawn) | 94 | 109 | 81 | 78 | 99 | 91 | 98 | 106
O=C(NCc1cn(Cc2cccc(Oc3ccccc3)c2)nn1)c1cccnc1Nc1ccc(F)cc1 | 62 | 68 | 43 | 114 | 48 | 59 | 59 | 77
CCOC(=O)CSC1=NC(c2cccc([N+](=O)[O-])c2)c2sc3ccc(Cl)cc3c2N1 (stereo not drawn) | 84 | 94 | 93 | 110 | 104 | 80 | 97 | 98
CC(=O)O[C@H]1CC[C@]2(C)[C@H]3C(=O)C=C4[C@@H]5C[C@](C)(C(=O)N6CCCNCC6)CC[C@]5(C)CC[C@@]4(C)[C@]3(C)CC[C@H]2C1(C)C | 55 | -72* | 14 | 31 | 6.8* | -50* | -53* | 76
CCCCCN(CCCCC)CCC[C@@H](C)[C@H]1CC[C@H]2[C@@H]3[C@H](OCCCN)C[C@@H]4C[C@H](OCCCN)CC[C@]4(C)[C@H]3C[C@H](OCCCN)[C@]12C | . | 62 | 14 | 50 | 43 | 48 | 55 | .
CCCCNC(=O)OC(C)C | . | 115 | 96 | 110 | 106 | 106 | 103 | 94
Cc1cc(C)nc(NS(=O)(=O)c2ccc(Nc3nc4nc(=S)[nH]c(-c5ccc(O)cc5)c4c(=O)[nH]3)cc2)n1 | 96 | 58 | 75 | . | . | 95 | 96 | 109
CCCCC1(CC)COC(c2ccccc2)OC1 (stereo not drawn) | 109 | 120 | 101 | 118 | 110 | 114 | 90 | 106
Cc1cc2nc(-c3ccc4c(c3)OCO4)n3c(=O)cc(C)n3c2cc1C | . | 115 | 92 | . | 114 | 99 | 94 | 95
COc1ncnc2c1ncn2C/C(Br)=C(\Br)CCl | 114 | -6.6* | 57 | . | -25* | 16 | 9.5* | -41*
c1ccc(COc2cccc(-c3nc4sccn4c3-c3ccncn3)c2)cc1 | 93 | 83 | 59 | 64 | 86 | 75 | 76 | 87
COC1CCC(CNC(=O)NC2NC3CCCCC3N2)CC1OC (stereo not drawn) | 84 | 98 | 96 | 84 | 94 | 98 | 101 | 100
CN1CCN(Cc2ccc(NC(=O)c3cncc(C#Cc4ncc5ncccn45)c3)cc2C(F)(F)F)CC1 | 92 | 82 | 92 | 58 | 95 | 83 | 91 | 95
CN(C)Cc1ccccc1 | 101 | 118 | 94 | . | 98 | 95 | 110 | 110
O=C(NO)c1ccc(Nc2c(C3CCCCC3)nc3ccccn23)cc1 | 98 | 76 | 72 | 114 | 86 | 90 | 92 | 62
CCn1cc(CNc2ccc(C(=O)Nc3cc4cc(OC)c(OC)cc4c(C)n3)cc2)cn1 | 61 | 55 | 33 | 59 | 49 | 40 | 48 | 56
C#CCOc1cccc(Nc2ncnc3ccc(NC(=O)C=C)cc23)c1 | 32 | 61 | 51 | 15 | 51 | 58 | 34 | 55
CC(=O)Nc1ccc(S(=O)(=O)Nc2onc(C)c2C)cc1 | 98 | 105 | 106 | 84 | 107 | 110 | 110 | 104
O=c1[nH]c(=O)n([C@H]2CC=C(CO)O2)cc1F | 69 | 63 | 52 | 89 | 67 | 49 | 36 | 62
COc1ccc(-c2c3c(nn2-c2ccc(OC)cc2)CCc2cnoc2-3)cc1 | 94 | 95 | 80 | . | 95 | 101 | 83 | 110
CCOC(=O)c1ccc(N(C=O)CCC(=O)O)cc1 | 114 | 127 | 114 | 101 | 102 | 112 | 104 | 107
Further results
SMILES | EKVX | MALME-3M | UACC-62 | HOP-92 | M14 | HOP-62 | A549/ATCC | UACC-257
Cc1cccc[n+]1C1c2ccccc2-c2ccccc21 | 94 | 99 | 92 | 69 | 94 | 71 | 79 | 90
COc1cc(C=NNC(=O)c2ccc3nc(-c4c(C)nn(-c5ccccc5)c4N4CCOCC4)[nH]c3c2)ccc1O | 104 | 100 | 98 | 106 | 106 | 105 | 113 | 114
C1Cc2[nH]nc(-c3n[nH]c4c3CCC4)c2C1 | 93 | 93 | 95 | 103 | 103 | 98 | 105 | 109
Cc1c(C(N)=O)sc2c1c(=O)n(Cc1ccccc1)c1nnc(Nc3ccccc3)n21 | 94 | 110 | 93 | 101 | 101 | 89 | 94 | 92
N#Cc1c(-c2cccc(Cl)c2)cc(-c2ccc3ccccc3c2)[nH]c1=O | 92 | 100 | 89 | 93 | 113 | 105 | 86 | 104
CS(=O)(=O)c1ccc(C(=O)N=Nc2c(O)[nH]c3ccc(Br)cc23)cc1 | 104 | 113 | 108 | 112 | 106 | 110 | 104 | 112
COC(=O)C(=O)C(/C=N/C(=S)NC1CCCCC1)=C(\O)c1ccc(F)cc1 | 106 | . | 97 | 80 | 102 | 105 | 82 | 83
CCNC(=O)C(O)C(Cc1ccccc1)NC(=O)c1[nH]c2ccccc2c(=O)c1C (stereo not drawn) | 99 | 105 | 100 | 101 | 103 | 107 | 97 | 100
N#CN1CC[C@H](C(=O)Nc2ncc(-c3ccccc3)s2)C1 | -0.1* | -16* | -37* | 0.8* | -8.0* | -3.9* | -5.8* | -8.0*
CC[C@H](C)[C@H](NC(=O)[C@@H](N)CCC(N)=O)C(=O)N[C@@H](Cc1ccc(O)cc1)C(=O)N[C@@H](CCCCN)C(=O)N[C@@H](CCCCN)C(=O)N[C@@H](Cc1ccc(O)cc1)C(=O)N[C@@H](CCCNC(=N)N)C(=O)N[C@H](C(=O)N[C@@H](Cc1c[nH]c2ccccc12)C(=O)N[C@@H](Cc1ccc(O)cc1)C(=O)N[C@@H](CCCNC(=N)N)C(=O)N[C@@H](CCCCN)C(=O)N[C@@H](C)C(=O)N[C@@H](Cc1c[nH]c2ccccc12)C(=O)N[C@@H](CCCCN)C(=O)N[C@H](C(=O)N[C@@H](CC(C)C)C(=O)NCC(=O)N[C@@H](CCCCN)C(=O)N[C@H](C(N)=O)C(C)C)C(C)C)[C@@H](C)O | -35* | -31* | -71* | -21* | -12* | 13 | 39 | 66
O=C(Cn1cc(-c2ccccc2)nn1)Nc1nc(-c2ccc(Br)cc2)cs1 | 99 | 73 | 83 | 107 | . | 105 | 97 | 95
CC(C(=O)N1CCN(C(=O)Nc2ccccn2)CC1)c1ccc(Nc2ccnc(C(F)(F)F)c2)cc1 (stereo not drawn) | . | 102 | 93 | 86 | 95 | 105 | 96 | .
CC(=O)O/C(=C(\OC(C)=O)c1ccccc1)c1ccccc1 | 105 | 110 | 91 | 103 | 102 | 109 | 92 | 95
COC(=O)C1=C(C)NC(C)=C(C(=O)OC)C1c1cccc(C#N)c1 | 95 | 116 | 96 | 97 | 100 | 108 | 104 | 110
Cc1cc2nc3c4cc(Cl)ccc4n(CC(=O)NCCN(C)C)c3nc2cc1C | 74 | -67* | 79 | 57 | -89* | 74 | 89 | 105
CCOC(=O)C1=C(C)NC(C)=C(C(=O)OCC)C1c1ccccc1Cl | . | 76 | 73 | 81 | 106 | 100 | 86 | 89
NS(=O)(=O)c1ccc(CCn2c(SCC(=O)N/N=C/c3cc4ccccc4[nH]3)nc3ccccc3c2=O)cc1 | 85 | 39 | 53 | . | 74 | 69 | 84 | 83
NC(=O)C(C1=CCCCC1)c1ccccc1 (stereo not drawn) | 101 | 121 | 106 | . | 103 | 110 | 105 | 89
Cc1nn(-c2ccc(Br)cc2)c2nc3c(nc12)c(=O)oc1ccccc13 | 101 | 106 | 99 | . | 106 | 101 | 105 | 115
Cc1ccc(Cn2cc(CSc3nc4ccccc4o3)nn2)cc1 | 106 | 106 | 103 | 104 | 108 | 99 | 87 | 95
CC1=C(C)CC2C(=O)OC(=O)C2C1 (stereo not drawn) | 107 | 105 | 97 | 101 | 103 | 101 | 94 | 94
COc1cc(NC(=O)c2cccc(C3CCc4c(cc(OC)c(OC)c4OC)O3)c2)cc(OC)c1OC (stereo not drawn) | 35 | 21 | -29* | 52 | 22 | 31 | 20 | 34
CCSC(SCC)C(OC(C)=O)C(OC(C)=O)C(COC(C)=O)OC(C)=O (stereo not drawn) | . | 103 | 95 | 93 | 101 | 92 | 94 | 98
Cc1nc2c(-c3ccc(Cl)cc3)nc3ccccc3c2c(=O)n1N | 104 | 98 | 95 | 101 | 103 | 114 | 104 | 97
O=C1c2c(c3c4cc(Br)ccc4[nH]c3c3ccc4ccccc4c23)C(=O)N1CCN1CCCCC1 | 81 | 68 | 60 | 51 | 20 | 34 | 7.6* | 93

In a second layout: results already given.
molecule: C1Cc2[nH]nc(-c3n[nH]c4c3CCC4)c2C1
  EKVX = 93 | MALME-3M = 93 | UACC-62 = 95 | HOP-92 = 103 | M14 = 103 | HOP-62 = 98 | A549/ATCC = 105 | UACC-257 = 109

molecule: Cc1c(C(N)=O)sc2c1c(=O)n(Cc1ccccc1)c1nnc(Nc3ccccc3)n21
  EKVX = 94 | MALME-3M = 110 | UACC-62 = 93 | HOP-92 = 101 | M14 = 101 | HOP-62 = 89 | A549/ATCC = 94 | UACC-257 = 92

The main list resumes, starting 4 compounds before the break.
SMILES | EKVX | MALME-3M | UACC-62 | HOP-92 | M14 | HOP-62 | A549/ATCC | UACC-257
COc1cc(NC(=O)c2cccc(C3CCc4c(cc(OC)c(OC)c4OC)O3)c2)cc(OC)c1OC (stereo not drawn) | 35 | 21 | -29* | 52 | 22 | 31 | 20 | 34
CCSC(SCC)C(OC(C)=O)C(OC(C)=O)C(COC(C)=O)OC(C)=O (stereo not drawn) | . | 103 | 95 | 93 | 101 | 92 | 94 | 98
Cc1nc2c(-c3ccc(Cl)cc3)nc3ccccc3c2c(=O)n1N | 104 | 98 | 95 | 101 | 103 | 114 | 104 | 97
O=C1c2c(c3c4cc(Br)ccc4[nH]c3c3ccc4ccccc4c23)C(=O)N1CCN1CCCCC1 | 81 | 68 | 60 | 51 | 20 | 34 | 7.6* | 93
COc1ccc(/C=C/C(=O)Nc2cc(/C=C\c3cc(OC)c(OC)c(OC)c3)cc(OC)c2OC)cc1OC | 31 | 33 | 16 | 46 | 5.8* | 34 | 40 | 51
CC(O)CN1CCOCC1 (stereo not drawn) | 102 | 111 | 107 | 94 | 101 | 103 | 86 | 95
O=C(NO)c1ccc(CNc2nc(-c3ccccc3)c3ccccc3n2)cc1 | 16 | -34* | -87* | -36* | 9.5* | 0.9* | 12 | 1.3*
COc1cccc(-c2ccc(S(=O)(=O)Nc3ccc4c(c3)N(C(=O)C3CC3)CCC4)cc2)c1 | 77 | 75 | 48 | 57 | 77 | 84 | 80 | 58
O=C1/C(=C/c2ccc(OCCCc3ccccc3)cc2)Oc2cc(O)ccc21 | 112 | 91 | 92 | 102 | 93 | 110 | 83 | 103
O=C(NCCc1ccccc1)c1cc2cccc([N+](=O)[O-])c2[nH]1 | 83 | . | 72 | 85 | 101 | 91 | 94 | 109
CCC(CCCN(CC)CCc1ccccc1)OC(=O)c1cc(OC)c(OC)c(OC)c1 (stereo not drawn) | 84 | 99 | 91 | 86 | 90 | 69 | 75 | 85
O=C(Nc1cccc2cccnc12)c1ccc(N2C(=O)[C@@H]3C4C=CC(C4)[C@@H]3C2=O)cc1 | 103&88 | 110&113 | 102&93 | 110&107 | 98&111 | 109&90 | 79&72 | 85&104
COc1cc(C2=NN(C(C)=O)C(c3sc(N4CCOCC4)nc3Cl)C2)cc(OC)c1OC (stereo not drawn) | . | 98 | 99 | 110 | 102 | 105 | 97 | 94
Cc1[nH]c(C(=O)Nc2ccc(C(N)=O)cc2NC(C)C)c(Cl)c1Cl | 87 | 94 | 91 | 73 | 88 | 104 | 86 | 96
COC(=O)C(c1ccccc1)(c1ccccc1)c1ccccc1 | 93 | 111 | 99 | 104 | 116 | 105 | 102 | 121
FC(F)CC(OCc1ccccn1)c1ccc2ccccc2c1 (stereo not drawn) | 106 | 100 | 96 | 94 | 108 | 99 | 100 | 100
Clc1ccc(-n2ncc3c(Cl)nc(Cl)nc32)cc1 | . | 93 | 99 | 80 | 90 | 103 | 103 | 107
CC(C)(C)OC(=O)Nc1ccc(C=O)c2cccnc12 | 91 | 114 | 106 | 99 | 103 | 94 | 93 | 104
CC(C)(Cl)C(=O)Oc1c(Cl)cc(Cl)cc1Cl | 99 | 102 | 104 | 86 | 104 | 93 | 97 | 107
CCOC(=O)c1ccc(N2C(=O)c3ccc(C(=O)OC)cc3C2=O)cc1 | 103 | 100 | 99 | 90 | 103 | 98 | 97 | 99
CC1=C(C(=O)Nc2ccccc2)C(c2ccc(N(C)C)cc2)n2c(nc3ccccc32)N1 (stereo not drawn) | 87 | 104 | 84 | 85 | 109 | 121 | 97 | 103
Cc1ncc(N)c(CO)c1N | 100 | 93 | 98 | 96 | 98 | 102 | 114 | 106
O=C(CS)Nc1ccc2ccccc2c1 | 119 | 126 | 94 | 101 | 111 | 120 | 122 | 133
COc1c(NC[C@H]2OC(O)[C@H](O)[C@@H](O)[C@@H]2O)c(=O)c1=O (stereo partly drawn) | . | 93 | 97 | 96 | 108 | 102 | 94 | 102
CCOC(=O)c1c(C)c2c(n1Cc1ccc(OC)cc1)CSc1cc(S(=O)(=O)c3ccccc3)c(=O)[nH]c1-2 | 59[100 µM] | 91[100 µM] | 66[100 µM] | 66[100 µM] | 83[100 µM] | 84[100 µM] | 62[100 µM] | 95[100 µM]
Cc1ccccc1NCCC#N | 100 | 111 | 113 | . | 110 | 104 | 94 | 99

Screening data: PubChem BioAssay, NCI
